From PubChem
M. tuberculosis GlmU – inhibition of mycobacterial GlmU enzyme – biochemical, glucosamine-1-phosphate acetyltransferase (AID 1376) | M. tuberculosis GlmU acetyltransferase enzyme assay; higher % means a stronger effect | inhibition, %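 (tested at 30 µM in the primary screen)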; hits with a dose series show IC50 in µM | actives 0.25% (n = 220,000); in the data active = inhibition above about 13%; inconclusive = no clear call, values can overlap the other calls;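 note: 0% = complete reaction with vehicle and 100% = reaction without substrate; strong numbers were not always called active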
RmlCD inh 1536 – blocks M. tuberculosis RmlC and RmlD coupled enzymes | actives 0.03% (n = 160,000) | P9WH09+P9WH11 | AID 1533 | RmlC+RmlD coupled enzyme assay, percent inhibition; primary screen in compound mixtures | inhibition, % at 3.6 µM; in the data active = inhibition mostly above about 34%, no sharp cut-off; inconclusive = no clear call, values can overlap the other calls; inactive = mostly below about 22%; note: some results filed as inactive read as strong as hits
Target sequence (P9WH09 whole entry, looked up): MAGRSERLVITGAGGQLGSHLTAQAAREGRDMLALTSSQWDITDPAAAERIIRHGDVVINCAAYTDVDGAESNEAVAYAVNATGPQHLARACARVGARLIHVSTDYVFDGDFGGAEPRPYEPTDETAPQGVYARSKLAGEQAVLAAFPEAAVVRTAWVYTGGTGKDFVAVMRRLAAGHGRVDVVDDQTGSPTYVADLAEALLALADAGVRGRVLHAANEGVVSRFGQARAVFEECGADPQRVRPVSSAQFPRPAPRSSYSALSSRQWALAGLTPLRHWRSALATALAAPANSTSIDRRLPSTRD
Target sequence (P9WH11 whole entry, looked up): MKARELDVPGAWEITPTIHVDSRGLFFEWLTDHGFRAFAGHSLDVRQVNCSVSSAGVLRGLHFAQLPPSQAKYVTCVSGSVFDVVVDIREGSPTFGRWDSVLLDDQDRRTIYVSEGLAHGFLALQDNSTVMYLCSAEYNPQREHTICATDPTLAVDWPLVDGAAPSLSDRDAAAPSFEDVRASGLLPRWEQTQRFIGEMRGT
Starred values were filed as active, the others as inactive; ? = inconclusive; . = no result given. Only part of the results is shown, so the mix of outcomes need not match the whole.

Structure	M. tuberculosis GlmU	RmlCD inh 1536
C=CCNC(=S)N(Cc1ccccc1)Cc1ccccc1	-5.7%	-9.1
CC(=O)C1=C(C)Nc2ncnn2C1c1ccccc1Cl (centres undefined)	-4.0%	.
CN(C)S(=O)(=O)c1ccc(NC(=O)/C=C/c2ccccc2Cl)cc1	1.7%	8.6
CCc1ccc(OCC(=O)Nc2ccc(-c3nc4ccccc4o3)c(O)c2)cc1	9.1%	-8.4
COc1cc2cc(CN(Cc3cccs3)C(=S)Nc3ccccc3)c(=O)[nH]c2cc1OC	4.8%	14.6
CCCc1nc2ccccc2[nH]1	1.2%	-3.5
CC(C(=O)O)n1nnc2ccccc21 (centres undefined)	0.0%	0.8
O=c1[nH]cnc2c1ncn2[C@H]1CC[C@@H](CO)O1	6.9%	-11.9
CC1(C)CC(=O)c2c(noc2-c2ccccc2)C1	0.6%	-8.0
O=C(COc1ncnc2cc(Cl)ccc12)c1ccccc1	2.8%	3.1
COc1cc(N2CCOCC2)ccc1C=C1C(=O)NC(=O)NC1=O	2.8%	5.9
COc1ccc(C2CC(c3ccco3)n3ncnc3N2)cc1 (centres undefined)	-1.6%	-10.3
CCOC(=O)c1c(C)nc2sc(C(=O)Nc3ccc(C(C)=O)cc3)c(N)c2c1-c1ccc(OC)cc1	-2.0%	6.8
COc1ccc(Cn2nnnc2CN(Cc2cc3cccc(C)c3[nH]c2=O)C2CCCC2)cc1	3.1%	.
CC(SCC(=O)NC12CC3CC(CC(C3)C1)C2)C(=O)O (centres undefined)	1.6%	1.0
O=C(Cn1cnc2c(cnn2-c2ccccc2)c1=O)NC1CCCC1	3.5%	.
CCOC(=O)c1[nH]c2ccc(OC)cc2c1NC(=O)CCN1CCN(Cc2ccccc2)CC1	.	-15.9
CCOC(=O)C1=C(CSc2nc(-c3ccncc3)ccc2C#N)OC(N)=C(C#N)C1c1cccnc1 (centres undefined)	2.1%	8.3
Cc1noc(C)c1C(=O)NC(C)C1CCCO1 (centres undefined)	-0.7%	-3.5
O=C(CCCCn1c(=O)[nH]c2ccsc2c1=O)NCC1CCCO1 (centres undefined)	-0.3%	7.6
CC(=O)Nc1ccc(/C=N/NC(=O)CCN2CCN(c3ccccc3)CC2)cc1	0.6%	-11.7
Cc1onc(-c2ccccc2Cl)c1C(=O)Nc1cc(=O)n(C)c(=O)n1C	0.8%	.
O=C(CSCc1ccc(Cl)cc1)c1ccco1	-0.7%	.
CNC(=O)n1ccc(C(=O)N2CCCCC2)n1	4.5%	1.2
Cc1ccc(N(CC(=O)NC(C)(C)C)C(=O)CS(=O)CC(=O)Nc2ccc(F)cc2)cc1 (centres undefined)	-5.8%	-0.3
N#Cc1c(SCC(=O)Nc2nccs2)nc2c(c1-c1ccco1)CCCC2	0.2%	-2.6
CCCCN1C(=O)c2ccc(C(=O)Nc3cccnc3)cc2C1=O	-3.8%	12.8
S=c1[nH]nc2c3c4c(sc3ncn12)CCCC4	9.4%	-3.0
C=CCn1c(C(C)NC(=O)CC)nc2ccccc21 (centres undefined)	8.2%	-8.6
COC(=O)C1=C(C)OC(N)=C(C#N)C1c1cc2cccc(C)c2nc1Cl (centres undefined)	1.1%	.

Following part:
Structure	M. tuberculosis GlmU	RmlCD inh 1536
CC1(C)C(C=C(Cl)Cl)C1C(=O)Nc1ccc([N+](=O)[O-])cc1 (centres undefined)	2.9%	-1.4
O=C(CCN1C(=O)C2C3C=CC(C3)C2C1=O)Nc1c(F)cc(F)cc1Br (centres undefined)	-1.8%	16.1
CC(OC(=O)c1cccs1)C(=O)NCc1ccc2c(c1)OCO2 (centres undefined)	-4.4%	2.8
CCN(CC)S(=O)(=O)c1ccc2c3c(cccc13)C(=O)S2	-4.0%	5.7
CCn1c(SCC(=O)Nc2cccc(C)c2)nc2c(c1=O)SC(C)C2 (centres undefined)	-2.9%	13.1
COc1ccc(O)c(C(=O)c2cnn(C(=O)c3cccc(S(=O)(=O)N4CCOCC4)c3)c2)c1	-1.2%	-13.3
C#CCOCCOCCOCCNc1nc(N2CCN(C(=O)[C@H](C(C)C)n3cc(CCO)nn3)CC2)nc(N2CCN(C(=O)[C@H]([C@@H](C)CC)n3cc(CCCN=C(N)N)nn3)CC2)n1	-4.2%	.
CCSc1nnc(NC(=O)CSc2nccn2-c2cccc(C)c2C)s1	-1.8%	5.1
CCC(C)[C@H](NC(=O)N1CCCCCC1)C(=O)O (some centres undefined)	1.1%	?
O=C1C=C(NC2=CC3OC(c4ccccc4)OCC3OC2=O)CCC1 (centres undefined)	-2.0%	-26.0
Cc1cccc(C)c1NC(=O)C(=O)NCc1ccccn1	4.3%	.
CC(O)CNc1nc2c(c(=O)n(Cc3ccc(Cl)c(Cl)c3)c(=O)n2C)n1C (centres undefined)	-0.8%	4.9
CC1CCCN(S(=O)(=O)c2ccc(C(=O)Nc3nnc(-c4ccccn4)o3)cc2)C1 (centres undefined)	1.3%	-4.7
CCOC(=O)N1CCN(C(=O)c2cccc(OC)c2OC)CC1	-6.9%	2.8
COc1ccccc1OCCC(=O)Nc1nc(C)cs1	5.9%	.
CCCC1(C(=O)O)NC(c2ccc(OC)cc2O)C2C(=O)N(c3ccc(OC)cc3)C(=O)C21 (centres undefined)	8.0%	1.2
Cc1ccc(OCC(=O)NCCc2c[nH]c3ccccc23)cc1	3.6%	-8.1
COC(=O)c1ccsc1NC(=O)c1ccc(Cl)s1	5.6%	.
CCOc1cc(Cl)c(NC(C)=O)cc1OCC	1.3%	-12.5
CN(CCOc1ccccc1)C(=O)c1cc([N+](=O)[O-])cc([N+](=O)[O-])c1	7.6%	57.3
COC(=O)C(O)(c1ccc(NC(=O)c2ccco2)c(OC)c1)C(F)(F)F (centres undefined)	-0.8%	.
COc1ccccc1NS(=O)(=O)c1cccc(C(=O)NCc2ccco2)c1	2.8%	-10.6
CCOC(=O)Cn1c(-c2ccc(Cl)nc2)nc2ccccc21	-2.5%	-8.7
CCOc1ccccc1C(=O)N(Cc1ccccc1)Cc1cc2cc3c(cc2[nH]c1=O)OCCO3	7.0%	.
COc1ccc(C2OCC3(CO2)SC(N)=NC3=O)cc1 (centres undefined)	0.6%	.
CN(C)S(=O)(=O)c1ccc(C(=O)NCc2cccs2)cc1	7.7%	-9.0
COc1cc(/C=C/C(=O)OCC(=O)c2c(N)n(C)c(=O)n(C)c2=O)ccc1O	-2.7%	3.5
O=C(O)CS(=O)(=O)c1ccc(Oc2ccc(S(=O)(=O)CC(=O)O)cc2)cc1	3.4%	.
NC[C@H]1O[C@H](O[C@H]2[C@H](O)[C@@H](O[C@H]3O[C@H](CO)[C@@H](O)[C@H](N)[C@H]3O)[C@H](N)C[C@@H]2N)[C@H](N)C[C@@H]1O	2.6%	.
CC(C)CC(NS(=O)(=O)c1ccccc1)C(=O)O (centres undefined)	3.8%	.

A draw from above in order of molecular weight, rising.
Structure	M. tuberculosis GlmU	RmlCD inh 1536
COC(=O)c1ccsc1NC(=O)c1ccc(Cl)s1	5.6%	.
O=C1C=C(NC2=CC3OC(c4ccccc4)OCC3OC2=O)CCC1 (centres undefined)	-2.0%	-26.0
COc1ccccc1NS(=O)(=O)c1cccc(C(=O)NCc2ccco2)c1	2.8%	-10.6
O=C(O)CS(=O)(=O)c1ccc(Oc2ccc(S(=O)(=O)CC(=O)O)cc2)cc1	3.4%	.
CCOc1ccccc1C(=O)N(Cc1ccccc1)Cc1cc2cc3c(cc2[nH]c1=O)OCCO3	7.0%	.
C#CCOCCOCCOCCNc1nc(N2CCN(C(=O)[C@H](C(C)C)n3cc(CCO)nn3)CC2)nc(N2CCN(C(=O)[C@H]([C@@H](C)CC)n3cc(CCCN=C(N)N)nn3)CC2)n1	-4.2%	.

Next part:
Structure	M. tuberculosis GlmU	RmlCD inh 1536
Cc1ccc(S(=O)(=O)N2CCC(=O)N(C(COCc3cccc(C(F)(F)F)c3)Cc3ccccc3)CC2)cc1 (centres undefined)	-0.2%	.
COc1cc(OC)c(NS(=O)(=O)c2coc(C(N)=O)c2)cc1Cl	-5.7%	8.8
NC(=S)N/N=C/c1c(O)ccc2ccccc12	-7.1%	-0.2
CCN(C(=O)CSc1nnc2c3ccccc3n(CC)c2n1)C1CCS(=O)(=O)C1 (centres undefined)	0.9%	.
CC(=O)c1ccc(-c2nnc(CCC(=O)N(C)Cc3c(C)nc4ccccn34)o2)s1	0.0%	.
CCCCOC(=O)n1c(=O)oc2cc(S(=O)(=O)N3CCCCC3)ccc21	0.1%	9.7
CCOc1ccc2c(c1)C(c1ccc(C)cc1)=NNC(c1ccc(C)cc1)=N2	2.4%	.
Cc1ccc(NC(=O)NC2C(NC(=O)Nc3ccc(C)cc3)N(C)C(=O)N2C)cc1 (centres undefined)	8.7%	13.3
COc1ccc(N2CCN(C(=O)c3ccc(NS(=O)(=O)c4cccs4)cc3)CC2)cc1	-2.6%	-4.6
NS(=O)(=O)c1ccc(NC(=O)COC(=O)CCc2ccc(S(=O)(=O)N3CCOCC3)cc2)cc1	0.8%	3.2
N#Cc1c(NC(=O)CN2CCN(S(=O)(=O)c3ccc4c(c3)OCCO4)CC2)sc2c1CCC2	0.2%	2.5
CC1(C)Cc2ccccc2C(=NCCCC(=O)O)N1	-5.7%	2.5
CCOC(=O)C1CCCN(c2cc(C)nc3cc(-c4ccc(F)cc4)nn23)C1 (centres undefined)	6.6%	9.8
CC1CCN(c2c(NCc3ccc(C(=O)NCc4cccnc4)cc3)c(=O)c2=O)CC1	9.1%	-6.8
CS(=O)(=O)Nc1ccc(C(=O)NCCC2=CCCCC2)cc1	1.3%	4.2
COC(=O)c1cc2ccsc2n1Cc1cccc(F)c1	0.9%	16.6
CCOC(=O)C1=C(c2ccccc2)NC(=O)NC1c1ccc(OCC#N)c(OC)c1 (centres undefined)	1.1%	.
CC(C)C(=O)Nc1ncc(C(F)(F)F)cc1Cl	0.5%	-14.9
O=[N+]([O-])c1nn(-c2ccc(Cl)cc2)n(O)c1=NCc1ccncc1	4.6%	-0.2
CCOc1cc(N2CCOCC2)c(OCC)cc1NC(=O)COC(=O)[C@H](Cc1c[nH]c2ccccc12)NC(C)=O	0.3%	-6.3
O=C(CN1C(=O)S/C(=C\C=C\c2ccccc2)C1=O)Nc1ccc(C(=O)O)cc1	.	-3.6
COC(=O)c1cccc(NC(=O)CCc2ccccc2)c1	3.8%	-0.6
Cc1ccc(C)c(S(=O)(=O)Nc2ccccc2C(=O)Nc2ccccc2N2CCOCC2)c1	-1.8%	-6.1
CCNC(=S)N=Nc1c(O)[nH]c2ccc(C(C)C)cc12	4.7%	3.5
O=S(=O)(c1ccc(F)cc1)N1CCN(c2nc(-c3ccc(F)cc3)cs2)CC1	-4.3%	-8.3
CCC(=O)NCc1csc(-c2cccs2)n1	-1.1%	1.3
COc1cc(S(=O)(=O)N2CCCCC2)ccc1NC(=O)/C=C/c1ccccc1	-2.1%	.
CCC(=O)N1CCc2cc(S(=O)(=O)NC(C(=O)N3CCc4ccccc4C3)C(C)C)ccc21 (centres undefined)	1.2%	.
COc1cc(C(=O)N/N=C/c2ccc(OC)c(CN3CCN(c4ccc(F)cc4)CC3)c2)ccc1O	-2.6%	.
Cc1ccccc1C(=O)Nc1nnc(-c2ccncc2)o1	-3.3%	11.1

Looked up by structure from the list above (2):
Structure	M. tuberculosis GlmU	RmlCD inh 1536
CC1CCN(c2c(NCc3ccc(C(=O)NCc4cccnc4)cc3)c(=O)c2=O)CC1	9.1%	-6.8
CCOc1cc(N2CCOCC2)c(OCC)cc1NC(=O)COC(=O)[C@H](Cc1c[nH]c2ccccc12)NC(C)=O	0.3%	-6.3

(list continues)
Structure	M. tuberculosis GlmU	RmlCD inh 1536
O=C(CNC(=O)c1ccncc1)N/N=C/c1cc(Br)ccc1O	0.2%	7.0
C=CCNC(=O)CN1CCC(O)(c2ccccc2)CC1	-4.6%	?
CCOC(=O)c1[nH]ncc1CN1CCCC(C(=O)c2ccc(SC)cc2)C1 (centres undefined)	1.9%	-8.4
CCn1c(SCc2nc(-c3ccccc3)no2)nnc1-c1ccco1	-2.8%	.
N#CC1=C(SCC(N)=O)NC2=C(C(=O)c3ccccc32)C1c1ccc(Cl)cc1 (centres undefined)	5.5%	-10.1
COCCCN1C(=O)C(O)=C(C(=O)c2ccco2)C1c1ccc(Br)cc1 (centres undefined)	-7.9%	-2.7
CCc1cccc(CC)c1NC(=O)c1ccccc1CCc1ccccc1	-6.1%	94.6
Cc1cc(C)nc(-n2nc(C)cc2NC(=O)COC(=O)CCC(=O)c2cccs2)n1	1.7%	7.1
CC(C)(C)NC(=O)c1cnn(-c2ccccc2)c1NC(=O)c1ccccc1	1.1%	7.8
Cc1[nH]c2c(ccc3ccccc32)c1C1C(CCN)C1(C)C (centres undefined)	-13.1%	5.7
O=C(Nc1ccccc1)c1c(F)cccc1F	2.8%	.
C1CCc2c(nc3nnnn3c2NC2CCCC2)C1	2.8%	-9.2

Entries shown so far that have a CF3 group:
Structure	M. tuberculosis GlmU	RmlCD inh 1536
COC(=O)C(O)(c1ccc(NC(=O)c2ccco2)c(OC)c1)C(F)(F)F (centres undefined)	-0.8%	.
Cc1ccc(S(=O)(=O)N2CCC(=O)N(C(COCc3cccc(C(F)(F)F)c3)Cc3ccccc3)CC2)cc1 (centres undefined)	-0.2%	.
CC(C)C(=O)Nc1ncc(C(F)(F)F)cc1Cl	0.5%	-14.9
